HEK293 tox = cytotoxicity counter-screen for GLP-1 receptor inverse agonists; HEK293 cAMP-luciferase reporter cells, luminescence, 24 h; Potency, µM (series often up to 38.3 µM), without a hit: top-dose activity change, negative = inhibition, actives largely listed as inhibitors; actives 0.13% (n = 410,000); AID 624418;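 note: loss of luciferase light is scored as toxicity; potency is the fitted concentration of half-maximal effect; % is set by controls: 0 for no effect and ±100 for the full control effect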
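To flag toxic compounds, the library was rerun on cells for 24 hr at 37 deg C and 5% CO2. Viability-linked luminescence was captured 12 min after adding luciferase detection reagent.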
WRN inhibitor = WRN helicase (human) inhibition; Q14191; WRN helicase unwinding, fluorescent forked duplex, kinetic; Potency, µM (series often up to 114 µM), for the others: at the top dose activity change, negative = inhibition, usual class: inhibitors; actives 0.46% (n = 360,000); AID 651768; note: potency is the fitted concentration of half-maximal effect; % is set by controls: 0 for no effect and ±100 for the full control effect; nearly all actives have a fitted effect of over 55% in size
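WRN at 20 nM final preincubated with compound 15 min at room temperature; reaction started with 100 nM fluorophore/quencher forked duplex oligonucleotide and 2 mM ATP final. Unwinding followed kinetically by red fluorescence (ex 525, em 598 nm).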
D3 antag = blocks the human D3 dopamine receptor; actives 2.5% (n = 360,000); P35462; D3R cells, DiscoveRx beta-arrestin luminescence, antagonist mode; stronger effect = lower value; max response, negative = inhibition, %; in the data active = max response below about -50%; inconclusive = no clear call, values can overlap the other calls; note: % is set by controls: 0 for no effect and ±100 for the full control effect; mostly tested at two doses, the higher about 12 µM
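Cells expressing the human receptor were seeded at 1500 cells/well, incubated overnight at 37 degrees C in 5% CO2, then exposed to library compounds with dopamine controls for 90 minutes at 37 degrees C before luminescent detection.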
PLK1 PBD inh = PLK1 (human) polo-box domain binding inhibition; P53350; Plk1 PBD binding of FITC phosphopeptide, fluorescence polarization; Potency, µM, without a hit: max response, negative = inhibition, usual class: inhibitors; actives 2.8% (n = 360,000); AID 720504; note: potency is the fitted concentration of half-maximal effect; series mostly up to about 57 µM; % is set by controls: 0 for no effect and ±100 for the full control effect; nearly all actives have a fitted effect of over 65% in size
Target sequence (P53350 whole entry, looked up, the tested form may be a part): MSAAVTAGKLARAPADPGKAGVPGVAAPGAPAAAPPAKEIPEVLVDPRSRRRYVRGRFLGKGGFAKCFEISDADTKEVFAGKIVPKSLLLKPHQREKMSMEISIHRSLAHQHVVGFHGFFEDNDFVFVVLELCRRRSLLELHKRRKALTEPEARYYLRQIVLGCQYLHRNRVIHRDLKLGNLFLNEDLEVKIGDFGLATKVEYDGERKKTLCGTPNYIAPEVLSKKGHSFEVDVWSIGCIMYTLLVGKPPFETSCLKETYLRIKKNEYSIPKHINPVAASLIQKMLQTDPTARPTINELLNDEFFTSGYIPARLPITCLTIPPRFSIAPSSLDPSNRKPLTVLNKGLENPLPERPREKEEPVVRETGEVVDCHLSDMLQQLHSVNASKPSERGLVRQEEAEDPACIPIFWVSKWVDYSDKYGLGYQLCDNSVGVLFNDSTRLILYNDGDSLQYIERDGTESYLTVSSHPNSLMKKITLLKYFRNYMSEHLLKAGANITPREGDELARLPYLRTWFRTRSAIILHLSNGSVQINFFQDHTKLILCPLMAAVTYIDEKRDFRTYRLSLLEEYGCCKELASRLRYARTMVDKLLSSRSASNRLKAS
GLP1R ag = activates the human GLP-1 receptor | P43220 | HEK293 GLP-1R CRE-luciferase, luminescence, 4-6 h; cells express a hypersensitive GLP-1R form | Potency, µM (series often up to 45.6 µM), for inactives: at the top dose activation, actives largely listed as activators | actives 0.007% (n = 380,000); note: potency is the fitted concentration of half-maximal effect; % of control where 0% means no effect
GLP-1R inv ag = GLP-1 receptor (human) inverse agonism; P43220; HEK293 GLP-1R CRE-luciferase, luminescence, 24 h; GLP-1R form is constitutively active; Potency, µM (top dose mostly 38.3 µM), for the others: top-dose activity change, negative = inhibition, hits mostly inhibitors; actives 1.6% (n = 410,000); AID 624417; note: potency is the fitted concentration of half-maximal effect; % is set by controls: 0 for no effect and ±100 for the full control effect; nearly all actives have a fitted effect of over 55% in size
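Assay principle: reduced luminescence from a cAMP-responsive reporter in HEK293 cells co-expressing a constitutively active GLP-1R. Conditions: 24 hr compound incubation, 37 deg C, 5% CO2.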
DRD3 agonist = agonists of human D3 dopamine receptor | D3R DiscoveRx beta-arrestin cells, luminescence, 90 min | P35462 | max activation, % | actives 0.58% (n = 410,000); in the data active = max activation above about 30%; note: 0% is about no effect; mostly tested at two doses, the higher about 12 µM
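Agonist mode: compounds and dopamine controls were applied to plated cells for 90 min at 37 degrees C after an overnight attachment at 1500 cells/well. Luminescent read-out followed 30 - 60 minutes at room temperature with DiscoveRx detection reagent.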
PI5P4K alpha inh = inhibitors of human PI5P4K alpha. PI5P4Kalpha enzyme, ADP-Glo luminescence, 60 min; stronger effect = lower value. actives 1.2% (n = 330,000). max response, %; active = max response of -50% or lower; inconclusive = between -30% and -50%; inactive = -30% or higher; note: value at the top dose of about 77 µM; % is set by controls: 0 for no effect and ±100 for the full control effect
Target sequence (P48426 whole entry, looked up): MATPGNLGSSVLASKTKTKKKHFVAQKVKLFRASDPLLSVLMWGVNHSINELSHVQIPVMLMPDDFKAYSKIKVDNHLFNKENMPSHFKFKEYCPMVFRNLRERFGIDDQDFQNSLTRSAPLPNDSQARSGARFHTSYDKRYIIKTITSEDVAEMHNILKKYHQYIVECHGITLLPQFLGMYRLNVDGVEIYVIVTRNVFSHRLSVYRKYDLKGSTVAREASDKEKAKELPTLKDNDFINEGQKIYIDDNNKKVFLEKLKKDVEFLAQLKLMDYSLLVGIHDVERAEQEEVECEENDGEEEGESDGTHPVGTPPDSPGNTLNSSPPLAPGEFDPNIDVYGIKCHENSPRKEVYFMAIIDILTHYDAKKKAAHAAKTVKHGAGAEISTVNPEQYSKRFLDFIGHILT
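Single end-point luminescence (ADP-Glo) quantified ADP from PI5P4Kalpha turnover; ATP 5 microM final, 1 h at RT, 0.1% CHAPS and 0.28 mM EGTA in HEPES pH 7.4.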
IL-2 act = IL-2 activation; IL-2 activation reporter assay, cell-based qHTS; stimulated with anti-CD3/CD4/CD28 beads; in transgenic mouse T cells; activation, % (series mostly up to about 46 µM); actives 0.065% (n = 360,000); AID 652025; in the data active = activation above about 50%; inconclusive = mostly about 30% to 49%; note: 0% is about no effect
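EGFP and DsRed fluorescence is measured by plate cytometry in unstimulated transgenic mouse T cells exposed to compound for 60 minutes, then stimulated 18 hours at 37 degrees C with anti-CD3/anti-CD4 beads plus anti-CD28.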
Starred values were filed as active, the others as inactive; ? = inconclusive; nt = no result given; [ ] = remark or other dose. Unless noted, calls come from the whole dose curve; as a rule, active = well fitted curve in the direction sought with a large enough effect; inconclusive = small, poorly fitted or top-dose-only effect, or another doubt; inactive = no such curve, though single readings can be large; an effect the other way counts as inactive or inconclusive.

SMILES	HEK293 tox	WRN inhibitor	D3 antag	PLK1 PBD inh	GLP1R ag	GLP-1R inv ag	DRD3 agonist	PI5P4K alpha inh	IL-2 act
O=C(N/N=C/c1cc(Br)cc(Br)c1O)c1cccc(S(=O)(=O)N2CCOCC2)c1	2%	-11%	-18	49%[activator]	4%	-4%	1	-5	1.7
CCC(NC(=O)NCCCn1ccnc1)(C(F)(F)F)C(F)(F)F	14%	4%	11	-1%	-11%	14%	2	9	0.4
Cc1ccn2c(=O)nc(SCC(=O)N3N=C(c4cccs4)CC3c3ccc(F)cc3)nc2c1 (stereo not drawn)	-18%	-7%	-1	1%	0%	11%	-15	-25	-0.9
Cc1ccc2cc(C=O)c(Cl)nc2c1	2%	-1%	-1	-14%	0%	10%	-1	-11	-0.6
CCN(CC)c1ccc(NC(=O)COC(=O)Cc2ccsc2)cc1	-7%	-4%	4	-3%	0%	15%	4	-3	-3.0
Cc1ccc(S(=O)(=O)N(C)CC(=O)OCC(=O)NC(=O)NC(C)C)cc1	3%	-3%	-1	-14%	14%	14%	-5	-2	2.2
O=C(Nc1ccc2c(c1)Cc1ccccc1-2)c1cccnc1	-2%	-5%	-2	-9%	2%	-11%	1	4	-0.7
COc1ccc(N(C(=O)CSCC(=O)Nc2cc(C)on2)C(C(=O)NC2CCCCC2)c2ccc(O)c(O)c2)cc1 (stereo not drawn)	-5%	-5%	12	-12%	-6%	-11%	-2	-13	0.2
CCCNC(=S)N1CCC(C(=O)c2ccc(Cl)cc2)CC1	-12%	-1%	-3	2%	2%	?	8	-8	0.4
C=CCOc1ccc2c(c1)C(=NO)c1cc(OCC=C)ccc1-2	-9%	0%	22	6%	-5%	?	4	2	0.7
Cc1c(CC(=O)O)c(=O)oc2c(C)c3occ(-c4ccc(Br)cc4)c3cc12	-1%	-16%[11.6 µM]	2	30µM*	10%	10%	6	-51*	-0.1
O=C(CN1CCS(=O)(=O)CC1)N/N=C/c1cccc(C(F)(F)F)c1	-6%	5%	-10	-14%	-7%	0%	2	-1	-2.4
CCC(=O)NCCc1nc2cc(NC(=O)COc3ccccc3)ccc2n1C	7%	0%	6	-14%	12%	4%	1	4	3.1
CC1=CC(C)(C)N(C(=O)CSc2nnc(C)s2)c2ccc(C)cc21	-1%	-6%	14	-1%	1%	?	4	nt	-2.7
O=C(NCCCc1ccccc1)c1c(O)nc2sccn2c1=O	6%	-6%	-19	-2%	-5%	?	-1	-4	0.4
O=C1CCCN1CCCNc1nc(NCc2ccccc2)nc2ccsc12	-10%	4%	6	2%	-5%	?	0	4	-1.0
CCOC(=O)C1=C(C)NC(=S)N(C=O)C1c1ccccc1 (stereo not drawn)	-7%	-3%	-20	-7%	6%	-11%	-8	-4	0.6
CCCC(=O)Nc1cc(S(=O)(=O)N(CC)CC)ccc1Cl	0%	-1%	-1	?	-9%	?	0	-8	0.2
C[C@@H](C(=O)Nc1ccc2ccccc2c1)[C@H]1C[C@]1(C)[C@H](NS(=O)(=O)c1ccccc1)c1ccccc1	0%	6%	-5	1%	-4%	?	-11	-1	-0.8
CC(C)OC(=O)NC(C)(C)COC(=O)Nc1cccc(Cl)c1	2%	-10%	?	-9%	17%	?	-9	nt	-3.0
CCOC(=O)NC(Nc1ncccn1)(C(F)(F)F)C(F)(F)F	5%	1%	-3	-10%	1%	16%	-12	-6	0.7
CC(Sc1nnc(C(C)Oc2ccc(F)cc2)o1)C(=O)NCc1ccc2c(c1)OCO2 (stereo not drawn)	-12%	12%	17	-5%	7%	-24%	0	-8	-1.2
CC(C)Cn1cnc2c(SCc3ccccc3F)nc(N)nc21	-3%	-8%	-2	-4%	?	5%	8	7	-1.2
CC(C)(C)Nc1nc(Nc2ccc([N+](=O)[O-])cc2)nc(NC(C)(C)C)n1	6%	1%	10	-2%	0%	-9%	6	8	-1.1

Single records, from the list above. Screens in order: HEK293 tox	WRN inhibitor	D3 antag	PLK1 PBD inh	GLP1R ag	GLP-1R inv ag	DRD3 agonist	PI5P4K alpha inh	IL-2 act
Shown for `O=C(NCCCc1ccccc1)c1c(O)nc2sccn2c1=O` = 6%	-6%	-19	-2%	-5%	?	-1	-4	0.4
Shown for `CC1=CC(C)(C)N(C(=O)CSc2nnc(C)s2)c2ccc(C)cc21` = -1%	-6%	14	-1%	1%	?	4	nt	-2.7

The listing continues.
SMILES	HEK293 tox	WRN inhibitor	D3 antag	PLK1 PBD inh	GLP1R ag	GLP-1R inv ag	DRD3 agonist	PI5P4K alpha inh	IL-2 act
CCC(C)(C)n1nnnc1C(c1ccc(OC)c(OC)c1)N1CCN(c2ccc(OC)cc2)CC1 (stereo not drawn)	-27%	-13%[57.1 µM]	33	2%	-6%	-23%	-5	-1	-1.9
CCOC(=O)C1=C(c2ccccc2)NC(SCC(=O)Nc2cccc(C)c2)=C(C#N)C1c1ccco1 (stereo not drawn)	2%	-19%	21	-1%	-5%	0%	17	nt	-2.9
O=C1C2C3C=CC(O3)C2C(=O)N1N=C1CCCCC1 (stereo not drawn)	4%	-13%	7	-4%	1%	13%	-6	3	-0.2
COC(=O)/C(=C\Nc1ccccc1)NC(=O)c1ccc(Cl)cc1Cl	14%	-1%	0	-4%	0%	?	7	4	-0.3
COc1ccc(OC)c(C(=O)NC(CC(N)=O)c2ccc(NCC3CC3)c([N+](=O)[O-])c2)c1 (stereo not drawn)	-8%	6%	-24	-9%	-3%	15%	-28	0	-1.7
FC(F)(F)c1cccc(NCc2n[nH]c(=S)n2C2CCCCC2)c1	-4%	-4%	7	-1%	7%	?	2	7	-0.4
Cc1ccc(OCC(=O)Nc2ccc(S(=O)(=O)Nc3cc(C)nc(C)n3)cc2)cc1	2%	-18%	3	-14%	-4%	16%	6	2	-2.4
COC(=O)[C@@]1(C)[C@H]2C(=O)N(Cc3ccccc3)C(=O)[C@H]2[C@H]2CN=C(SCc3ccc(C)cc3)N21	2%	1%	1	-8%	-2%	12%	8	0	0.1
Cc1ccc2c(c1)N(CCC(=O)NCCCN1CCCC1)C(=O)C(C)O2 (stereo not drawn)	-2%	11%	5	-3%	16%	-3%	-8	-1	1.6
CCO[C@@H]1OC(C(=O)O)=C[C@H](C)[C@H]1CCCO	1%	8%	0	-8%	-2%	10%	-17	-5	1.2
COc1ccc(C(=O)N2CCc3cc(OC)c(OC)cc3C2c2ccc(OC)c(OC)c2)cc1OC (stereo not drawn)	-2%	9%	2	6%	30%	240%[activator]	6	-5	-0.6
CCCCNC(=O)c1cc(S(=O)(=O)N2CCCCC2)oc1C	-3%	0%	18	0%	4%	?	2	10	-2.2
Cn1c(=O)[nH]c(=O)c2c1nc(N1CCCC1)n2CCO	-6%	-2%	21	4%	-1%	11%	-2	1	-0.7
N#CCc1ccc(Oc2ccc([N+](=O)[O-])cn2)cc1	6%	-8%	4	-4%	12%	16%	15	-2	-2.9
COc1cc([N+](=O)[O-])ccc1NC(=O)CC(C)C	4%	1%	-2	-4%	2%	5%	2	2	-0.6
CCOC(=O)c1nn(-c2ccc(C)c(C)c2)cc1O	-19%	-5%	1	1%	2%	-2%	-2	12	0.4
COCCCn1nnnc1SCC(=O)N1c2ccccc2CC1C (stereo not drawn)	-14%	4%	-2	-4%	-1%	-19%	1	5	-1.7
CN(C)c1ccc(C=C2SC(=S)NC2=O)cc1	-15%	?	-10	72%[activator]	6%	37%[activator]	-4	-14	1.4
CC(=O)Nc1ccc(NC(=O)c2ccc(N(Cc3ccccc3C)S(C)(=O)=O)cc2)cc1	-11%	1%	6	0%	2%	-9%	-9	2	-0.2
CCOC(=O)c1ccc(-n2c(CN3CCN(CCO)CC3)nc3ccc([N+](=O)[O-])cc3c2=O)cc1	1%	-3%	4	-5%	13%	10%	3	-3	-0.6
CCOC(=O)CNC(=S)n1ncnc1N	-6%	-1%	-16	0%	-1%	?	5	-3	2.1
Cc1ccc(N2CC(C(=O)Nc3ccc(S(=O)(=O)Nc4nccc(C)n4)cc3)CC2=O)cc1 (stereo not drawn)	-11%	2%	-7	-1%	4%	-2%	2	0	-0.4
COC(=O)c1cc(O)cc(OC)c1C(=O)c1c(O)cc(C)cc1O	3%	-6%[11.6 µM]	1	3%	-2%	-6%	30*	2	0.5
N#Cc1ccccc1OCCCN1CCC(C(O)(c2ccccc2)c2ccccc2)CC1	?	-5%	-96*	5%	-3%	?	-18	5	-0.9
CCn1nc(C(=O)NNC(=O)CCOc2cc(C)ccc2C)c2ccccc2c1=O	-4%	-33%	2	-7%	-9%	3%	-2	8	-1.8
O=C1OCC(CO)(CO)N=C1NNc1ccc(Cl)c(Cl)c1	2%	-1%	?	-1%	-8%	0%	-1	nt	3.0
O=C1NCC(=O)N2CCC[C@@H]12	-7%	5%	-2	-6%	4%	-7%	-1	0	-0.7
Cc1c(Cl)c(C(F)F)nn1CC(=O)NC1C(=O)N2C(C(=O)O)=C(CSc3nnnn3C)CSC12 (stereo not drawn)	-4%	-12%[11.6 µM]	3	?	0%	11%	5	-3	-0.1
CCOc1ccc(-c2ccc(SCC(=O)NCC3CCCO3)nn2)cc1 (stereo not drawn)	10%	?	6	-8%	8%	0%	-6	0	0.0
Cc1cc(C(=O)NNC(=O)NC(C)C)no1	9%	6%	19	-7%	0%	9%	-1	-6	-2.0
O=C(c1cc(COc2cccc3cnccc23)on1)N1CCCC(CCCO)C1 (stereo not drawn)	4%	5%	39	1%	1%	5%	9	8	-4.7
COCCN(CC(=O)Nc1cccc(S(=O)(=O)N2CCCC2)c1)Cc1nc2ccccc2c(=O)[nH]1	5%	-5%	-1	-9%	-1%	4%	2	-11	-1.9
CC(NC(=O)C12CC3CC(CC(C3)C1)C2)C(=O)N/N=C/C1=C(N2CCOCC2)C(=C\c2ccccc2)/CC1 (stereo not drawn)	-7%	3%	-9	5%	5%	?	-6	-4	-3.0
CCN(CC(=O)Nc1c(F)cccc1F)C(=O)CC1CCCC1	-2%	4%	1	-5%	0%	-25%	-2	4	-2.4
COc1ccc(NC(=S)NCCC2=CCCCC2)cc1OC	?	2%	-26	-5%	23%	?	-13	5	-3.4

Screens (PubChem)

The order is random; about 7.8% have a hit in one of these screens.
